# Screening data (PubChem BioAssay)
# EP2 modulator = modulates human prostaglandin E2 receptor EP2 signaling; P43116; EP2-expressing cells, cAMP HTRF FRET, PGE2 co-stimulation; induction, % at 25 µM; hit rate 0.83% among 260,000; AID 940;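 active means compounds whose cAMP rise, as percent of the full-agonist control response, exceeds 60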;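 further: rat C6 glioma line stably carrying human EP2 under a CMV promoter; the protocol text gives 20 µM as final concentration; 100% = response of wells given 1 µM PGE2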
# TRPML3 ag = agonists of human TRPML3 channel. activation, % at 3 µM. Q8TDD5. hit rate 0.29% among 220,000. HEK293 TRPML3-YFP, Fluo-8 calcium fluorescence; 100% = the carbachol control signal;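 active means activation above its plate's cutoff, the mean activation of the plate's test wells plus 3 SD, cut at about 12% in these data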;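 further: 0% = DMSO only wells and 100% = carbachol wells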
# Target sequence (Q8TDD5 whole entry, looked up): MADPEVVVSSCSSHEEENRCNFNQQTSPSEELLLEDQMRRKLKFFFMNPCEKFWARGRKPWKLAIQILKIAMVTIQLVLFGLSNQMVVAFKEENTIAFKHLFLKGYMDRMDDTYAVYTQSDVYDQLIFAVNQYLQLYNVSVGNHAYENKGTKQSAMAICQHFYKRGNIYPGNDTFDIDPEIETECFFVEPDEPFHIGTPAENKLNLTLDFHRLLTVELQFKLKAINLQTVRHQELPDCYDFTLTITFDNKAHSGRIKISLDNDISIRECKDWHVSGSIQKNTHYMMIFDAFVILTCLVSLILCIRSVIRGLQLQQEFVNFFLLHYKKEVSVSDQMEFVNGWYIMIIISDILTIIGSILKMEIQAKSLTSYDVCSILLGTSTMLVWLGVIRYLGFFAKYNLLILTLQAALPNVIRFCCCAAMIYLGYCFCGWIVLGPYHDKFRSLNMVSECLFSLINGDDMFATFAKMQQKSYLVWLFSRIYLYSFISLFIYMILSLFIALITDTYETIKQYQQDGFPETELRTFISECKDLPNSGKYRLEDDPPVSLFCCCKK
#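 Material: TRPML3-YFP stable HEK293 cells | Dosing: One concentration, 3 µM nominal, 0.3% DMSO | Timing: 125 s total fluorescence read per well | Technique: Fluo-8 calcium dye fluorescence, ex 470-495, em 515-575 nm | Measure: Percent activation from peak-to-basal fluorescence ratio, scaled between DMSO and carbachol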
# NPY2 pot ag = human NPY-Y2 potentiation or agonism, primary screen; P49146; cells expressing NPY-Y2, potentiator/agonist read-out; activation, % at 3.6 µM; hit rate 0.45% among 220,000; AID 1359; in the data active means activation above about 27%;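 further: cells stimulated with NPY near EC25 plus isoproterenol at EC100; 0% = vehicle plus submaximal agonist and 100% = vehicle plus saturating agonist; some results beyond the cut were filed as inactive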
# NPY1 pot ag = human NPY-Y1 potentiation or agonism, primary screen. hit rate 0.37% among 220,000. activation, % at 3.6 µM. NPY-Y1 expressing cells, potentiator/agonist activation; in the data active means activation above about 33%, passing the limit was not always enough;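 further: cells stimulated with NPY at EC10 then isoproterenol at EC100; 0% = low agonist plus stimulus and 100% = saturating agonist plus stimulus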
# Target sequence (P25929 whole entry, looked up): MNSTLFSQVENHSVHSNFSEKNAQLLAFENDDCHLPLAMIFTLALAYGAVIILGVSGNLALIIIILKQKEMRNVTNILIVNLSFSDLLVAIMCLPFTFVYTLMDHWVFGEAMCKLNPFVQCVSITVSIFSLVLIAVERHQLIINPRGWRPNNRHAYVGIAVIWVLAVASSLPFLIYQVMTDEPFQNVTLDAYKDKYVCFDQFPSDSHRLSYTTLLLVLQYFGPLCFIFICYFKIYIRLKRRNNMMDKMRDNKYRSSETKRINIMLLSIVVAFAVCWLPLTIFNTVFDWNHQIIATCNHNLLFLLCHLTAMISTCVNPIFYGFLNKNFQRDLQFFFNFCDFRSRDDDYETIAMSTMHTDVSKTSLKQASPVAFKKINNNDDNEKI
# zfTRPN1 agonist = agonists of zebrafish TRPN1 channel; HEK293 zebrafish TRPN1-YFP, Fluo-8 calcium fluorescence; 100% = response to 87 µM carbachol; activation, % at 3 µM; AID 1424; hit rate 0.18% among 220,000;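 active means activation above its plate's cutoff, the mean activation of test wells on that plate plus 3 SD, cut at about 19% in these data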;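 further: 0% = DMSO alone and 100% = 87 µM carbachol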
#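 Material: zebrafish TRPN1-YFP in HEK293 cells; Doses: single test compound dose, 3 µM nominal, 0.3% DMSO; Timing: dye loading 1 h at 37 °C, then 30 min room temperature; Technique: intracellular calcium fluorescence with Fluo-8; Benchmarks: high carbachol 87 µM, low DMSO alone.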
# NPY Y1 blocker = NPY-Y1 (human) receptor antagonism; P25929; HEK293-CNG Y1 cells, membrane potential fluorescence; NPY at EC95, then isoproterenol; inhibition, % at 3.6 µM; hit rate 1% among 200,000;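 active means inhibition above the campaign mean inhibition of all tested compounds plus 3 SD, cut at about 20% in these data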;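 further: 0% = DMSO wells given NPY plus isoproterenol and 100% = isoproterenol alone without NPY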
#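 Test system: HEK293 cells co-expressing NPY Y1 receptor and cyclic-nucleotide gated channel; Also added: NPY (25 nM), isoproterenol (1 µM), Ro 20-1724 (25 µM); Compound dosing: one concentration, 3.6 µM, in 0.4% DMSO; Timing: dye 3 h, compound 60 min room temperature, stimulation 45 min; Technique: Membrane-potential fluorescent dye readout.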
# CHOP inh = blocks CHOP induction under ER stress; CHO-K1 CHOP-promoter luciferase, tunicamycin-induced, 15-18 h; AID 2732; hit rate 3.8% among 220,000; inhibition, % at 10 µM;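 active means compounds that reduced the stress-induced luciferase reporter signal by more than about 70% of percent inhibition, limit read from the data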;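 further: 0% = tunicamycin plus vehicle and 100% = wells without tunicamycin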
# S1P4 antagonist = antagonists of human S1P4 receptor. AID 1510. hit rate 0.26% among 220,000. S1P4-expressing cells, antagonist mode, reporter read-out. inhibition, % at 4.98 µM; in the data active means inhibition above about 29%;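 further: 0% = wells stimulated with agonist and 100% = vehicle wells without agonist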
# S1P4 ag = activates the human S1P4 receptor; AID 1509; S1P4-expressing cell line, agonist reporter assay; O95977; activation, % at 4.98 µM; hit rate 0.35% among 220,000; in the data active means activation above about 11%;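 further: 0% = DMSO vehicle and 100% = reference agonist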
# An asterisk follows results filed as active; / = not tested or not shown; & = joins results of further samples; ! = a repeat was not active. Outcome played no part in choosing rows; any-hit rate near 6.5%.
SMILES,EP2 modulator,TRPML3 ag,NPY2 pot ag,NPY1 pot ag,zfTRPN1 agonist,NPY Y1 blocker,CHOP inh,S1P4 antagonist,S1P4 ag
O=C(NCCN1CCN(Cc2ccccc2)CC1)c1cc2c(=O)[nH]c3ccccc3c2s1,-15,0.3,1,-23,-0.4,5,22,-9,-0.2
Cc1nc2c3cc(F)ccc3n(CCN3CCCCC3)c2s1,6,-0.4,-19,5,-1.5,5,22,-19,0.6
Cc1ccc(-c2cc(C(=O)Nc3ccc(S(=O)(=O)Nc4cc(C)on4)cc3)c3ccccc3n2)c(C)c1,39,-1.1,9,10,-1.8,-5,51,7,-0.1
Nc1ncnc2oc(-c3ccco3)c(-c3ccco3)c12,51,0.6,12,-2,-0.2,-7,55,4,0.5
CCc1ccc(OCCNC(=O)c2ccc(S(=O)(=O)N(C)C)cc2)cc1,-22,0.4,-18,-13,-1.5,10,23,-1,-1.4
CN(C(=O)COC(=O)CNC(=O)c1ccc(Cl)cc1Cl)c1ccccc1,48,0.7,-1,-10,0.2,4,18,-13,-1.0
NC(=O)OCC(COC(N)=O)c1ccccc1,3&23,1.0,0,0,0.1,3,97*!,-15,0.5
O=C(CN1C(=O)S/C(=C\c2ccc(Cl)cc2)C1=O)NNC(=O)c1ccccc1O,6,0.5,-10,-6,0.1,6,106*,-10,0.8
Cc1oc(CC(C)C)cc1C(=O)Nc1ccc(C(=O)O)cc1,-3,0.2,10,12,-0.7,7,-13,8,-1.1
CCCCCCn1c(CN2CCCCC2CC)nc2c1c(=O)n(C)c(=O)n2C (stereo not given),60,-0.4,-1,-6,-0.9,15,92*,3,-0.4
O=C(CN1N=C(c2ccccc2)CCC1=O)NCCN1CCc2ccccc2C1,-106,-0.2,-1,4,-1.0,0,-5,-3,-0.5
O=C(CSc1nnc(-c2cccnc2)n1-c1ccccc1)Nc1ccccn1,-16,-0.1,1,-18,1.4,1,18,11,-0.1
Cc1cn([C@H]2C=C[C@@H](CO)O2)c(=O)[nH]c1=O,10&-8,1.2&0.1,13&-13,-3&1,1.0&-0.1,2&4,-1&-1&3,-12&-15,1.6&2.7
Brc1ccc(CN2CCN(c3ccccn3)CC2)s1,-6,0.6,-6,4,-0.5,0,33,-9,-0.7
CC(C)C(=O)Nc1nc(-c2ccc([N+](=O)[O-])cc2)cs1,-68,0.4,-3,-5,0.8,1,5,-9,-0.6
CN(C(=O)CC1C(=O)NCCN1CC1CCCCC1)C1CCOCC1 (stereo not given),14,0.8,-19,13,0.3,/,15,3,1.4
Cc1ccc(S(=O)(=O)n2nc(C)c(C#N)c2N)cc1,-5,0.3,11,2,-0.4,1,25,-16,-0.5
Brc1c(CSc2nc3ccccc3s2)nc2ncccn12,8,0.3,-20,-45,-2.1,2,14,5,-0.1
Cc1ccc(C)c(NC(=O)Cc2csc(-c3ccccc3)n2)c1,-16,-0.6,1,-5,0.7,-1,22,-14,-2.1
CCOc1ccc(CCNC(=O)C2CCC(=O)N2C2CCCCC2)cc1OCC (stereo not given),12,0.4,-7,-6,-0.2,-3,50,-11,0.4
Cc1nnsc1-c1onc(C)c1C(=O)Nc1cc(Cl)cc(Cl)c1,27,0.5,-32,-12,6.3,/,26,0,0.1
COc1cccc(-c2cc(C(=O)Nc3cnn(Cc4ccc(F)cc4)c3)no2)c1,0,0.6,15,-7,-0.1,-3,59,-18,-3.1
CCSc1nc(-c2ccc(OC)cc2)cc(-c2ccc(OC)cc2)c1C#N,-10,0.6,0,13,-0.8,15,9,-2,-0.5
CCOC(=O)c1c(C)[nH]c(C(C)=O)c1C,4,-0.3,10,-4,-1.1,-2,44,-4,1.1
Cc1onc(-c2c(Cl)cccc2Cl)c1NC(=O)NNc1c(Cl)cncc1Cl,-9,0.2,5,-19,0.7,/,10,7,0.6

SMILES | EP2 modulator | TRPML3 ag | NPY2 pot ag | NPY1 pot ag | zfTRPN1 agonist | NPY Y1 blocker | CHOP inh | S1P4 antagonist | S1P4 ag
Cc1ccc(S(=O)(=O)N2CCCC(C(=O)N(Cc3cccs3)C3CC3)C2)cc1 (stereo not given) | 35&7 | -0.1 | -10 | -30 | 0.2 | 6 | 44 | -1 | 0.6
COc1cc([C@@H]2[C@H]3CNCC=C3C(C#N)=C(N)C2(C#N)C#N)ccc1OC(C)C | 10 | -0.2 | -7 | -8 | 5.7 | 2 | 26 | 3 | -1.8
COc1ccc(OCCC(=O)Nc2nccs2)cc1 | -24 | 1.2 | 11 | -2 | 1.4 | 8 | 3 | 10 | 0.3
CC1CCN(CCOc2cc(Cl)ccc2Cl)CC1 | 15 | 0.8 | -2 | -11 | 0.6 | 16 | 13 | -19 | 0.2
CC(C)(C)S(=O)(=O)/C(C#N)=C/c1sccc1C1OCCO1 | 5 | 0.8 | 8 | -1 | 0.0 | / | -3 | -3 | 0.3
CCOC(=O)C1=C(Cn2cnc3ccccc32)NC(=O)NC1c1ccc(Cl)cc1 (stereo not given) | 33 | -0.5 | -13 | -14 | -1.4 | -3 | 32 | -25 | 5.3
COCCN(Cc1cc2cc(C)ccc2n2nnnc12)C(=S)Nc1cccc(C)c1 | -39&24 | 0.8 | 2 | 3 | -0.1 | 1 | 4 | -2 | -1.5
COc1ccc(/C=C/C(=O)OCC(=O)Nc2cc(C(F)(F)F)ccc2Cl)cc1 | 6 | 0.5 | 7 | -1 | -0.8 | -7 | -1 | -8 | 0.8
Cc1ccccc1C(=O)Nc1cccc(-c2nnc(SCC(=O)O)n2C)c1 | 24 | 0.8 | 7 | -5 | 0.4 | -9 | 7 | -6 | -4.0
Cc1cc(C)c([C@@H]2C[C@H]3CN(C4CCCC4)C(=O)[C@]34CCCN24)c(-n2cccn2)c1 | 21 | 0.2 | -15 | 3 | -0.8 | / | 6 | 4 | 0.2
COC(=O)C1=C(C)NC2=C(C(=O)c3ccccc32)C1c1ccc(-c2ccc(C(=O)O)cc2)o1 (stereo not given) | 4 | 0.2 | -11 | -17 | 4.5 | 0 | 30 | -10 | 1.7
COc1cccc(CN(C)C(=O)c2ccc3nccnc3c2)c1 | 9 | 0.7 | 6 | -33 | 0.4 | 1 | 30 | -19 | 3.1
CC(=O)N(C)c1ccc(N=Nc2c(C)[nH]n(C(N)=S)c2=O)cc1 | -17 | 0.4 | 0 | 6 | -0.5 | 1 | -16 | -2 | 1.8
COc1ccc(CNC(=O)Nc2ccc(C)cc2C)cc1 | -8 | 0.4 | -13 | -18 | 0.3 | 1 | 6 | -2 | 0.3
NS(=O)(=O)c1ccc(CCNC(=O)CCCn2c(=O)[nH]c3ccc(Br)cc3c2=O)cc1 | -17 | 0.7 | -14 | -3 | 0.8 | -3 | 12 | 3 | -2.1

# Two successive compounds already listed, for reference:
SMILES | EP2 modulator | TRPML3 ag | NPY2 pot ag | NPY1 pot ag | zfTRPN1 agonist | NPY Y1 blocker | CHOP inh | S1P4 antagonist | S1P4 ag
CC(C)C(=O)Nc1nc(-c2ccc([N+](=O)[O-])cc2)cs1 | -68 | 0.4 | -3 | -5 | 0.8 | 1 | 5 | -9 | -0.6
CN(C(=O)CC1C(=O)NCCN1CC1CCCCC1)C1CCOCC1 (stereo not given) | 14 | 0.8 | -19 | 13 | 0.3 | / | 15 | 3 | 1.4

# Quoted from the listing:
# In TRPML3 ag, `Cc1ccc(S(=O)(=O)N2CCCC(C(=O)N(Cc3cccs3)C3CC3)C2)cc1` (stereo not given) has -0.1
# In zfTRPN1 agonist, `COc1ccc(CNC(=O)Nc2ccc(C)cc2C)cc1` has 0.3

# Other results follow.
SMILES | EP2 modulator | TRPML3 ag | NPY2 pot ag | NPY1 pot ag | zfTRPN1 agonist | NPY Y1 blocker | CHOP inh | S1P4 antagonist | S1P4 ag
CCCOc1ccc(/C=C/C(=O)Nc2ccc([N+](=O)[O-])cc2)cc1 | -2 | 1.9 | 8 | 9 | 5.3 | -5 | 95* | -8 | 0.5
O=C(c1cc(F)c(F)cc1Cl)N1CCOCC1 | 7 | 0.7 | 6 | 20 | 4.0 | -3 | 47 | -10 | -0.4
Oc1cccc(/C=N/Nc2ncnc3c2ncn3Cc2ccccc2)c1 | -76 | -0.2 | 2 | -2 | 0.3 | 6 | -34 | -1 | -1.1
Cc1cc(CNC(=O)Cn2cc([N+](=O)[O-])cn2)c2ccccc2n1 | 0 | 0.6 | -4 | 13 | 1.1 | -2 | -1 | 3 | 0.3
OCCC1CN(Cc2cccc(OC3CCCC3)c2)CCN1Cc1ccsc1 (stereo not given) | -8 | 1.0 | -37 | -19 | 0.4 | 8 | 47 | -1 | 0.1
COc1cc(C2C(C(=O)c3ccco3)=C(O)C(=O)N2c2cc(C)on2)cc(Br)c1O (stereo not given) | 11 | 2.2 | -9 | 0 | 2.1 | 7 | -6 | 8 | -0.9
O=C(N/N=C/c1ccc(-c2cccc(C(F)(F)F)c2)o1)c1ccccc1Br | -38 | -0.8 | 3 | -24 | 1.3 | 3 | 42 | -4 | -1.5
COc1ccc(-c2ccc(SCC(=O)NCC3CCCO3)nn2)cc1OC (stereo not given) | 9 | -0.2 | -10 | -5 | -0.8 | -5 | 8 | -7 | 0.8
COc1ccc(-n2nnnc2-c2cccc(OC)c2)cc1 | 11&-5 | -0.2 | -15 | 0 | -0.2 | 24* | / | -7 | 0.7
NS(=O)(=O)c1ccc(CCNC(=O)CCCCCNc2nc(=S)[nH]c3ccccc23)cc1 | -4 | 0.3 | 0 | -8 | -0.2 | -4 | -7 | -11 | -0.3
COc1ccc(-c2cc(=O)c3ccccc3s2)cc1 | 21 | -1.1 | 6 | 19 | -0.9 | -1 | 61 | -35 | -0.8
CCOC(=O)C1=C(C)NC(=O)NC1c1ccc(OCCO)c(OC)c1 (stereo not given) | 5 | 0.1 | 10 | 3 | 1.0 | -3 | 12 | -5 | 0.0
CCN(CC)S(=O)(=O)c1ccc2c(c1)nc(CCC(=O)O)n2CC | 14 | 0.8 | -7 | 24 | -0.7 | 9 | 7 | -5 | 1.8
CC1CC(C)(C)Nc2ccc(N=O)cc21 (stereo not given) | -59&0 | 0.4 | -6 | 12 | 0.8 | 0 | 96* | 37* | -0.8

# Full records as entered above. Screens in order: EP2 modulator	TRPML3 ag	NPY2 pot ag	NPY1 pot ag	zfTRPN1 agonist	NPY Y1 blocker	CHOP inh	S1P4 antagonist	S1P4 ag
# COc1ccc(-c2ccc(SCC(=O)NCC3CCCO3)nn2)cc1OC (stereo not given) is listed with 9	-0.2	-10	-5	-0.8	-5	8	-7	0.8
# CCOC(=O)C1=C(C)NC(=O)NC1c1ccc(OCCO)c(OC)c1 (stereo not given) is listed with 5	0.1	10	3	1.0	-3	12	-5	0.0
# CC1CC(C)(C)Nc2ccc(N=O)cc21 (stereo not given) is listed with -59&0	0.4	-6	12	0.8	0	96*	37*	-0.8
# CCCOc1ccc(/C=C/C(=O)Nc2ccc([N+](=O)[O-])cc2)cc1 is listed with -2	1.9	8	9	5.3	-5	95*	-8	0.5
